Rac1 mut GTP: modulators of GTP binding to human Rac1 activated mutant | P63000 | GST-Rac1 activated beads, fluorescent GTP binding, flow cytometry; actives lie on both sides; 100% means binding = to untreated wells | 0.11% of 190,000 active | percent activity (GTP binding), % at 10 µM | AID 764;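 active means GTP binding at least 20 percentage points away from the 100% baseline, in either direction, so actives lie on both sides; inconclusive means Compound likely fluorescent itself, or too few beads counted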
Pf gamet viab: kills late stage P. falciparum gametocytes; P. falciparum stage V gametocytes, ATP luminescence, 24 h; 0.065% of 150,000 active; inhibition, % at 10.9 µM;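 active means inhibition above the mean plus 3 SD of compounds within the control limits, set per campaign, cut at about 38% in these data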;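 further: 0% = DMSO wells and 100% = medium only without gametocytes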
Rac1 wt GTP bind: human Rac1 wildtype GTP binding, inhibitors and activators; GTP binding activity (% of control), % at 10 µM; 0.27% of 190,000 active; P63000; GST-Rac1 beads, fluorescent GTP binding, flow cytometry; actives lie on both sides; 0 = cold GTP competed, 100 = untreated;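 active means GTP binding activity at least 20 points away from the 100% control level, either lower or higher; inconclusive means compound flagged as likely green fluorescent, judged across all proteins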
Rab7 wt GTP bind: dog Rab7 wildtype GTP binding, inhibitors and activators; 0.055% of 190,000 active; GTP binding activity (percent of control), % at 10 µM; GST-Rab7 beads, fluorescent GTP binding, flow cytometry; actives lie on both sides; untreated = 100%, excess cold GTP = 0%;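 active means fluorescent GTP binding to Rab7 beads changed by at least 20 points from the 100% baseline, either direction, mostly lower; inconclusive means compound itself probably fluorescent, or too few beads counted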;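 further: median green fluorescence of bound Bodipy-FL-GTP per Rab7 bead population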
Mcl1-Noxa inh: Mcl-1/Noxa interaction inhibition. Q07820. TR-FRET Mcl-1/Noxa peptide binding, 2 h. inhibition, % at 21.7 µM. 1.5% of 220,000 active;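 active means compounds that cut the protein-peptide binding signal by more than 50% relative to plate controls in a single-dose test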;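 further: His-tagged Mcl-1 with rhodamine Noxa BH3 peptide and terbium anti-His antibody; 0% = Mcl-1 plus Noxa peptide wells and 100% = peptide-only wells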
Target sequence (Q07820 whole entry, looked up): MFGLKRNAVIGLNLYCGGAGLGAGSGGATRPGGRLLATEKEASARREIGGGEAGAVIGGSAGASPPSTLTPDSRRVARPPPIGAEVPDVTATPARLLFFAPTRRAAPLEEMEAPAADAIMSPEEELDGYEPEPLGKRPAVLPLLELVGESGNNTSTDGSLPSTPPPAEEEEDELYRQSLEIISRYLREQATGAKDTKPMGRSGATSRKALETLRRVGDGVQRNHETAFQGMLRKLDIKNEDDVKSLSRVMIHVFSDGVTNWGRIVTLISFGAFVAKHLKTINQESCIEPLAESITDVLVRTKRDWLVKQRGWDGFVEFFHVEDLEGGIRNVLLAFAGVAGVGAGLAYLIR
HRas wt GTP: human HRas wildtype GTP binding, change in either direction; AID 759; P01112; GTP binding activity, % at 10 µM; GST-Ras wt beads, Bodipy-FL-GTP binding, flow cytometry; actives lie on both sides; 0.14% of 190,000 active;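 active means GTP binding activity at least 20% away from the 100% baseline, either lowered as inhibitor or raised as activator; inconclusive means flagged as likely green fluorescent, judged across all proteins in the well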;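 further: 0% = unlabeled GTP competition control and 100% = no-compound control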
Target sequence (P01112 whole entry, looked up): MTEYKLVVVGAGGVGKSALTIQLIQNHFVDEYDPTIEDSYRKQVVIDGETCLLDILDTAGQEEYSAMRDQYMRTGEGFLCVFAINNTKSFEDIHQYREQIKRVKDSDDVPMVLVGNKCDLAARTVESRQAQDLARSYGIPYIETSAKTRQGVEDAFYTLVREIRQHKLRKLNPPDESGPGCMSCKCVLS
Cdc42 wt: changes GTP binding to wildtype human Cdc42 | P60953 | GST-Cdc42 beads, Bodipy-GTP binding, flow cytometry; actives lie on both sides | percent activity (GTP binding), % at 10 µM | 0.2% of 190,000 active | AID 761;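 active means percent activity GTP binding at least 20 points away from the 100% baseline, either down as inhibitor or up as activator; inconclusive means compound flagged as likely green fluorescent from well-wide comparison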;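 further: median bead fluorescence of bound Bodipy-FL-GTP at 100 nM; 0% = excess unlabeled GTP control and 100% = no compound control; below 100% means less GTP binding so inhibitor and above means activator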
Target sequence (P60953 whole entry, looked up): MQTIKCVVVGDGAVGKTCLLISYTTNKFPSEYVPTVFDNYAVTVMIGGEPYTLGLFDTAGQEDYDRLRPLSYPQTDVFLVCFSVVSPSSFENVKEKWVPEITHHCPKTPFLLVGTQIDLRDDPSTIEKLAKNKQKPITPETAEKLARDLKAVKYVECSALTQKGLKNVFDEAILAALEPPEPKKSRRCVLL
Mcl1-Bid inh: disrupts binding of human Mcl-1 to Bid peptide; Q07820; TR-FRET Mcl-1/Bid-Dy647 peptide binding, 1536-well; inhibition, % at 21.7 µM; 0.97% of 220,000 active;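 active means compounds that cut the binding signal by more than half at the single screening dose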;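 further: His-tagged Mcl-1 with europium anti-His antibody binding Bid BH3 peptide; 0% = Mcl-1 plus peptide wells and 100% = peptide-only wells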
Mcl-1 Bim block: inhibitors of Bim-Mcl-1 interaction, human; inhibition, % at 10 µM; Q07820; AID 1009; Bead-based flow cytometry, Bim peptide-Mcl-1 binding; 0.1% of 190,000 active; in the data active means inhibition above about 40%;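 further: 0% = no compound tracer wells and 100% = peptide blocker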
RGS8-Gao reg: regulators of human RGS8-Galphao interaction; multiplexed bead flow cytometry, RGS8-Galphao binding; actives lie on both sides; response (percent of control binding), % at 10 µM; 0.34% of 220,000 active; in the data active means response below about 60% or above about 140%; inactive means in between;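 further: Galphao activated as the GDP aluminium fluoride complex binding bead-coupled RGS8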
Target sequence (P09471 whole entry, looked up): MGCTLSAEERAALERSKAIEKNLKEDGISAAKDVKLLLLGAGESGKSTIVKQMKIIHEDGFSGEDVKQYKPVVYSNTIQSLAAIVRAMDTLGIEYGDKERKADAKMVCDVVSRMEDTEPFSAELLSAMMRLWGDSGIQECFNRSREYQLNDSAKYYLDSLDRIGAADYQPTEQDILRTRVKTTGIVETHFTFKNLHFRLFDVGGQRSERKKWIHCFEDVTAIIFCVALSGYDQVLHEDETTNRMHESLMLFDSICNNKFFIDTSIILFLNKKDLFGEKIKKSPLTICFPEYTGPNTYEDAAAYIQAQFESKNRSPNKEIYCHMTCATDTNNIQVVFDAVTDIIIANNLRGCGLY
Rab2A wt mod: changes GTP binding to wildtype dog Rab2A, up or down | 0.19% of 190,000 active | GTP binding activity, % at 10 µM | GST-Rab2 wt beads, Bodipy-GTP binding, flow cytometry | P61105 | AID 760;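 active means GTP binding activity at least 20 points away from 100%, either lowered or raised; inconclusive means signal likely due to the compound's own green fluorescence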;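 further: 0% = beads with excess unlabeled GTP and 100% = no-compound control corrected for plate trend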
* hit, by the source's call.

CCOC(=O)c1sc(NC(=O)c2ccc(S(=O)(=O)N3CCOCC3)cc2)nc1-c1ccccc1 was read as Rac1 mut GTP 96, Pf gamet viab 6, Rac1 wt GTP bind 102, Rab7 wt GTP bind 98, Mcl1-Noxa inh -457, HRas wt GTP 97, Cdc42 wt 97, Mcl1-Bid inh -56, Mcl-1 Bim block -6, RGS8-Gao reg 108 and Rab2A wt mod 93.
`CCCCN(C(=O)NC(=O)Nc1cccc(C)c1C)S(C)(=O)=O` gave Rac1 mut GTP 97, Pf gamet viab 9, Rac1 wt GTP bind 105, Rab7 wt GTP bind 102, Mcl1-Noxa inh -5, HRas wt GTP 100, Cdc42 wt 99, Mcl1-Bid inh -93, Mcl-1 Bim block 0, RGS8-Gao reg 101 and Rab2A wt mod 99.
COc1ccc(CNC(=O)CSc2nnc3nc(C)cc(C)n23)cc1OC was read as Rac1 mut GTP 96, Pf gamet viab 11, Rac1 wt GTP bind 97, Rab7 wt GTP bind 107, Mcl1-Noxa inh 13, HRas wt GTP 97, Cdc42 wt 95, Mcl1-Bid inh -29, Mcl-1 Bim block 1, RGS8-Gao reg 99 and Rab2A wt mod 100.
`COCCNC(=O)/C=C/c1c(Cl)cccc1Cl` gave Rac1 mut GTP 99, Pf gamet viab -12, Rac1 wt GTP bind 105, Rab7 wt GTP bind 101, Mcl1-Noxa inh 2, HRas wt GTP 100, Cdc42 wt 103, Mcl1-Bid inh -4, Mcl-1 Bim block -1, RGS8-Gao reg 108 and Rab2A wt mod 101.
For CCCC(=O)Nc1cccc2c1CCCC2 the results were Rac1 mut GTP 100, Rac1 wt GTP bind 105, Rab7 wt GTP bind 100, Mcl1-Noxa inh -25, HRas wt GTP 103, Cdc42 wt 105, Mcl1-Bid inh -45, Mcl-1 Bim block 1, RGS8-Gao reg 102 and Rab2A wt mod 102.
`CC(=O)Oc1ccccc1N(C(C)=O)S(=O)(=O)c1ccc2ccccc2c1` gave Rac1 mut GTP 95, Pf gamet viab -22, Rac1 wt GTP bind 99, Rab7 wt GTP bind 98, Mcl1-Noxa inh 6, HRas wt GTP 95, Cdc42 wt 94, Mcl1-Bid inh -10, Mcl-1 Bim block -1, RGS8-Gao reg 99 and Rab2A wt mod 96.
Cn1c(=O)n(Cc2ccccc2F)c(=O)c2c1nc1n2CCN1Cc1ccco1 was read as Rac1 mut GTP inconclusive, Pf gamet viab 0, Rac1 wt GTP bind inconclusive, Rab7 wt GTP bind inconclusive, Mcl1-Noxa inh 43, HRas wt GTP inconclusive, Cdc42 wt inconclusive, Mcl1-Bid inh -32, Mcl-1 Bim block 8, RGS8-Gao reg 102 and Rab2A wt mod inconclusive.
`COCCNC(=O)C(c1ccncc1)N(C(=O)c1sc(C)nc1C)c1cccc(C)c1` (stereo not given) gave Rac1 mut GTP 97, Pf gamet viab -14, Rac1 wt GTP bind 102, Rab7 wt GTP bind 101, Mcl1-Noxa inh 14, HRas wt GTP 100, Cdc42 wt 96, Mcl1-Bid inh -21, Mcl-1 Bim block -3, RGS8-Gao reg 100 and Rab2A wt mod 97.
`Cc1ccc(C(=O)N/N=C/C=C/c2ccccc2)o1` gave Rac1 mut GTP 96, Pf gamet viab -13, Rac1 wt GTP bind 101, Rab7 wt GTP bind 101, Mcl1-Noxa inh -9, HRas wt GTP 99, Cdc42 wt 96, Mcl1-Bid inh -5, Mcl-1 Bim block 0, RGS8-Gao reg 98 and Rab2A wt mod 98.
`O=C(Nn1c(SCc2ccc(F)cc2)nc2ccsc2c1=O)c1ccccc1` gave Rac1 mut GTP 93, Pf gamet viab -19, Rac1 wt GTP bind 99, Rab7 wt GTP bind 98, Mcl1-Noxa inh 5, HRas wt GTP 98, Cdc42 wt 98, Mcl1-Bid inh -7, Mcl-1 Bim block 0, RGS8-Gao reg 78 and Rab2A wt mod 94.
`Cc1ccc(CNC(=O)C(=O)NCC2OCCN2C(=O)c2ccc3c(c2)OCO3)cc1` (stereo not given) gave Rac1 mut GTP 99, Pf gamet viab -15, Rac1 wt GTP bind 99, Rab7 wt GTP bind 103, Mcl1-Noxa inh -1, HRas wt GTP 97, Cdc42 wt 95, Mcl1-Bid inh 1, Mcl-1 Bim block 0, RGS8-Gao reg 100 and Rab2A wt mod 98.
Screening COC(=O)c1ccccc1NC(=O)CN(C)S(=O)(=O)c1ccc(OC)cc1 returned Rac1 mut GTP 98, Rac1 wt GTP bind 103, Rab7 wt GTP bind 100, Mcl1-Noxa inh -1, HRas wt GTP 99, Cdc42 wt 98, Mcl1-Bid inh -14, Mcl-1 Bim block 10, RGS8-Gao reg 97 and Rab2A wt mod 96.
`COc1ccc(C(=O)N=c2sccn2C)cc1` gave Rac1 mut GTP 96, Pf gamet viab -18, Rac1 wt GTP bind 96, Rab7 wt GTP bind 94, Mcl1-Noxa inh -5, HRas wt GTP 95, Cdc42 wt 95, Mcl1-Bid inh -7, Mcl-1 Bim block 0, RGS8-Gao reg 97 and Rab2A wt mod 95.
For Cc1nc(NCCc2ccccc2)c2oc3ccccc3c2n1 the results were Rac1 mut GTP 100, Pf gamet viab -29, Rac1 wt GTP bind 104, Rab7 wt GTP bind 99, Mcl1-Noxa inh 21, HRas wt GTP 101, Cdc42 wt 103, Mcl1-Bid inh 30, Mcl-1 Bim block 0, RGS8-Gao reg 102 and Rab2A wt mod 101.
Cc1nn(C)c(=O)n1N(C)c1ncc(C(F)(F)F)cc1Cl was read as Rac1 mut GTP 94, Pf gamet viab -30, Rac1 wt GTP bind 96, Rab7 wt GTP bind 92, Mcl1-Noxa inh 7, HRas wt GTP 92, Cdc42 wt 92, Mcl1-Bid inh -18, Mcl-1 Bim block 1, RGS8-Gao reg 95 and Rab2A wt mod 93.
`CCn1c(COc2ccc(=O)n(-c3ccccc3)n2)n[nH]c1=S` gave Rac1 mut GTP 94, Pf gamet viab 6, Rac1 wt GTP bind 98, Rab7 wt GTP bind 98, Mcl1-Noxa inh -3, HRas wt GTP 96, Cdc42 wt 93, Mcl1-Bid inh -63, Mcl-1 Bim block -1, RGS8-Gao reg 100 and Rab2A wt mod 96.
`CCN(CCCNC(=O)C1CCC(=O)N1Cc1ccc(C)cc1)c1cccc(C)c1` (stereo not given) gave Rac1 mut GTP 103, Rac1 wt GTP bind 108, Rab7 wt GTP bind 105, Mcl1-Noxa inh 20, HRas wt GTP 105, Cdc42 wt 105, Mcl1-Bid inh -23, Mcl-1 Bim block 0, RGS8-Gao reg 88 and Rab2A wt mod 106.
`O=C(NC1CCCc2ccccc21)c1cn2ccccc2n1` (stereo not given) gave Rac1 mut GTP 93, Pf gamet viab -16, Rac1 wt GTP bind 97, Rab7 wt GTP bind 95, Mcl1-Noxa inh 28, HRas wt GTP 92, Cdc42 wt 91, Mcl1-Bid inh -14, Mcl-1 Bim block -2, RGS8-Gao reg 107 and Rab2A wt mod 92.
Screening O=C(NCc1ccccc1F)C1CCN(C(=O)c2sccc2-n2cccc2)CC1 returned Rac1 mut GTP 100, Pf gamet viab 10, Rac1 wt GTP bind 102, Rab7 wt GTP bind 94, Mcl1-Noxa inh 8, HRas wt GTP 100, Cdc42 wt 100, Mcl1-Bid inh -40, Mcl-1 Bim block -1, RGS8-Gao reg 97 and Rab2A wt mod 95.
O=c1[nH]c2c(s1)C(c1ccccc1)C1C3CCC(C3)C1S2 (stereo not given) was read as Rac1 mut GTP 96, Rac1 wt GTP bind 98, Rab7 wt GTP bind 98, Mcl1-Noxa inh 8, HRas wt GTP 98, Cdc42 wt 98, Mcl1-Bid inh 5, Mcl-1 Bim block 0, RGS8-Gao reg 92 and Rab2A wt mod 96.
O=C(Cc1ccc(F)cc1)NC1CCSC1=O (stereo not given) was read as Rac1 mut GTP 97, Rac1 wt GTP bind 102, Rab7 wt GTP bind 107, Mcl1-Noxa inh -19, HRas wt GTP 99, Cdc42 wt 101, Mcl1-Bid inh 2, Mcl-1 Bim block -1, RGS8-Gao reg 106 and Rab2A wt mod 101.
Screening CCOC(=O)c1sc(N)nc1C(C)(C)C returned Rac1 mut GTP 99, Pf gamet viab -30, Rac1 wt GTP bind 99, Rab7 wt GTP bind 102, Mcl1-Noxa inh 18, HRas wt GTP 103, Cdc42 wt 103, Mcl1-Bid inh 1, Mcl-1 Bim block 0, RGS8-Gao reg 98 and Rab2A wt mod 104.
Screening CCOc1ccc(CNC(=O)c2cc3oc4ccccc4c3n2C)cc1 returned Rac1 mut GTP 99, Pf gamet viab 13, Rac1 wt GTP bind 101, Rab7 wt GTP bind 94, Mcl1-Noxa inh 23, HRas wt GTP 96, Cdc42 wt 96, Mcl1-Bid inh -12, Mcl-1 Bim block -3, RGS8-Gao reg 104 and Rab2A wt mod 97.
Screening COc1cc(OC)c(-c2cc(C(=O)O)ccc2OC)c(OC)c1 returned Rac1 mut GTP 99, Pf gamet viab -20, Rac1 wt GTP bind 101, Rab7 wt GTP bind 97, Mcl1-Noxa inh 23, HRas wt GTP 101, Cdc42 wt 100, Mcl1-Bid inh -8, Mcl-1 Bim block 0, RGS8-Gao reg 98 and Rab2A wt mod 98.
CC1CCC/C(=N\Nc2ccc(Cl)c(C(=O)O)c2)C1 (stereo not given) was read as Rac1 mut GTP 97, Pf gamet viab 14, Rac1 wt GTP bind 95, Rab7 wt GTP bind 95, Mcl1-Noxa inh 37, HRas wt GTP 96, Cdc42 wt 95, Mcl1-Bid inh 10, Mcl-1 Bim block 1, RGS8-Gao reg 88 and Rab2A wt mod 92.
For C=CCNC(=O)c1cnc2n(c1=O)CCS2 the results were Rac1 mut GTP 99, Rac1 wt GTP bind 102, Rab7 wt GTP bind 96, Mcl1-Noxa inh 10, HRas wt GTP 100, Cdc42 wt 98, Mcl1-Bid inh -7, Mcl-1 Bim block -4, RGS8-Gao reg 100 and Rab2A wt mod 105.
`Cc1cc(=O)oc2cc(OCC(=O)NCc3ccco3)ccc12` gave Rac1 mut GTP 99, Rac1 wt GTP bind 101, Rab7 wt GTP bind 94, Mcl1-Noxa inh 14, HRas wt GTP 98, Cdc42 wt 100, Mcl1-Bid inh -12, Mcl-1 Bim block -3, RGS8-Gao reg 106 and Rab2A wt mod 96.
CCOC(=O)CSc1nc2sc3c(c2c(=O)n1C1CCCCC1)CCN(C)C3 was read as Rac1 mut GTP 97, Rac1 wt GTP bind 104, Rab7 wt GTP bind 97, Mcl1-Noxa inh 9, HRas wt GTP 102, Cdc42 wt 101, Mcl1-Bid inh -3, Mcl-1 Bim block 0, RGS8-Gao reg 104 and Rab2A wt mod 102.
For O=C(CCN1C(=O)/C(=C/c2ccc(F)cc2)SC1=S)NNC(=O)c1cccnc1 the results were Rac1 mut GTP 95, Pf gamet viab -1, Rac1 wt GTP bind 97, Rab7 wt GTP bind 98, Mcl1-Noxa inh 15, HRas wt GTP 95, Cdc42 wt 97, Mcl1-Bid inh -5, Mcl-1 Bim block 4, RGS8-Gao reg 90 and Rab2A wt mod 97.
